# PTAP TSG101 blk: qHTS Assay for Iinhibitors of HIV-1 Budding by Blocking the Interaction of PTAP/TSG101; 340,000 tested, under 10 active; Tumor susceptibility gene 101 protein (Homo sapiens), Q99816; Potency, µM (series often up to 115 µM), for inactives: at the highest dose activity change, negative = inhibition, actives largely listed as inhibitors; Fluorescence polarization, FITC-PTAP peptide / Tsg101 binding; AID 493005, 2010; active = well fitted inhibition curve with a large enough effect in the main read-out, with a control signal flat, not every such curve was filed as active; inconclusive = small, poorly fitted or top-dose-only effect, or effect the other way, or a change in a side signal; inactive = no such curve, though single readings can be large or run the other way; note: potency is the fitted concentration of half-maximal effect; % of control where 0% means no effect
# Target sequence (Q99816 whole entry, looked up): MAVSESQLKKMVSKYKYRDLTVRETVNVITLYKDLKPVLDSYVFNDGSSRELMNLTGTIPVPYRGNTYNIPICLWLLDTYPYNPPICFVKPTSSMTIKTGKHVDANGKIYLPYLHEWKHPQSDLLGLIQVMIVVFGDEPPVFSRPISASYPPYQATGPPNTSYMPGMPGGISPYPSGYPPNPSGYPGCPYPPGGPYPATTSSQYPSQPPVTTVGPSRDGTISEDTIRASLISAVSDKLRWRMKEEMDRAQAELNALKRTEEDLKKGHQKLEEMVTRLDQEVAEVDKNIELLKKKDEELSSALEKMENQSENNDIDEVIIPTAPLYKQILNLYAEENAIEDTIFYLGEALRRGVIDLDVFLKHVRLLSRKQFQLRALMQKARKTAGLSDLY
#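 FP read-out: FITC-PTAP peptide, 50 nM final, binding Tsg101 binding domain, 10 uM final; 20 min, r.t.; 10 mM HEPES pH 7.5, 0.15 M NaCl, 0.01% Tween 20, 3 mM EDTA, 0.1 mM TCEP.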
# TCR activator: Activators of T cell receptors: qHTS campaign; AID 504894, 2011; primary human leukocytes, anti-CD3, IL-2 HTRF, 48 h; 330,000 tested, under 10 active; Potency, µM (top dose mostly 9.22 µM), inactives show top-dose activation of IL-2 secretion, hits mostly activators; note: % of control where 0% means no effect
#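 Compounds are tested in HTS on primary human leukocytes co-incubated with a-CD3 beads for 48 hr. IL-2 output is measured by time-resolved FRET.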
# ELG1 DNA repair: qHTS screen for small molecules that inhibit ELG1-dependent DNA repair in human embryonic kidney (HEK293T) cells expressing luciferase-tagged ELG1 | HEK293T ELG1-luciferase reporter, luminescence, 16 h; DNA damage induced by 5-fluorouridine | 2.3% of 330,000 active | Potency, µM (highest dose often 46.1 µM), for inactives: at the highest dose activity change, negative = inhibition, hits mostly inhibitors | AID 504467, 2011; note: potency is the fitted concentration of half-maximal effect; % is set by controls: 0 for no effect and ±100 for the full control effect; nearly all actives have a fitted effect of over 55% in size
#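 5-Fluorouridine DNA damage + compound/DMSO, 2,000 cells/well, 16 h, 37 °C/5% CO2. ONE-Glo, 30 min RT, luminescence. Readout = decrease in reporter signal.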
# BCR signal inh: qHTS Assay to Find Inhibitors of Chronic Active B-Cell Receptor Signaling; ABC-DLBCL IkBa-CBG/CBR reporter, luminescence ratio, 4 h; Potency, µM (highest dose often 46.1 µM), without a hit: top-dose ratio change, negative = lower green/red ratio, hits mostly inhibitors; 0.05% of 340,000 active; active = well fitted inhibition curve with a large enough effect in the signal ratio, with a control signal flat, not every such curve was filed as active; inconclusive = small, poorly fitted or top-dose-only effect, or effect the other way, or a change in a side signal; the % refers to the signal ratio;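 note: potency is the fitted concentration of half-maximal effect; plate controls were basal doxycycline-induced cells for no effect and cells given 10 µM MG132 for full effect; MG132 reads +100%, hits lower the ratio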
#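 TMD8 human ABC-DLBCL cells with doxycycline-inducible IκBα–green luciferase fusion and unfused red luciferase, in 0.5% FBS medium; compounds up to 46 uM, 4 h at 37C. Green/red luminescence ratio, filter-overlap corrected, fitted to concentration-response curves.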
# Eya2 inh: qHTS Assay for Inhibitors of the Phosphatase Activity of Eya2; recombinant Eya2, OMFP fluorescence dephosphorylation (OMFP is methylfluorescein phosphate); Potency, µM (titrated, usually from 76.9 µM), without a hit: at the highest dose activity, negative = inhibition, hits mostly inhibitors; 0.006% of 330,000 active; AID 488837, 2010; note: potency is the fitted concentration of half-maximal effect; % is set by controls: 0 for no effect and ±100 for the full control effect
#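 Eya2 protein (added as 0.2 uM solution) was preincubated with compound for 10 min at ambient temperature in 50 mM HEPES pH 7.5, 50 mM NaCl, 5 uM MgCl2, 0.05% BSA, 1 mM DTT. OMFP (added at 50 uM) then reacted 10 min; fluorescence read at 485/525 nm.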
# Tb PFK inh: qHTS Assay to Find Inhibitors of T. brucei phosphofructokinase | AID 485367, 2010 | Potency, µM (top dose mostly 57.5 µM), inactives show at the highest dose activity, negative = inhibition, hits mostly inhibitors | 0.17% of 330,000 active | T. brucei PFK, ADP-Glo luminescence;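 note: potency is the fitted concentration of half-maximal effect; 0% = uninhibited 1x PFK enzyme wells and -100% = no-enzyme wells; nearly all actives have a fitted effect of over 60% in size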
# Target sequence (O15648 whole entry, looked up): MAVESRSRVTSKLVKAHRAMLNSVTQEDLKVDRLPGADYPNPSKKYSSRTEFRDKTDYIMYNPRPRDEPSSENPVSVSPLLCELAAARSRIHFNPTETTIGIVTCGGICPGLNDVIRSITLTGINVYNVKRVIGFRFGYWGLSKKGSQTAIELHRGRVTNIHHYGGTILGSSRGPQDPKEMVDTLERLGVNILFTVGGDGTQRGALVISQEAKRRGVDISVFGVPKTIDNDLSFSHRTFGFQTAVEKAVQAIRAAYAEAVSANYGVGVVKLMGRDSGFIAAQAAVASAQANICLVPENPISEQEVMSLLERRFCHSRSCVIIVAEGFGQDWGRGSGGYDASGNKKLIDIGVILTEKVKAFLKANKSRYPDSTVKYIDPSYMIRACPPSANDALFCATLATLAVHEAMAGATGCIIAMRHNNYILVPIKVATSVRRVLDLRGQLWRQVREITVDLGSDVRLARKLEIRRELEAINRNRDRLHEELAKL
#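 Activity is normalized to no-enzyme wells (full inhibition) and 1.25 nM enzyme wells (no inhibition). Reaction: 0.5 mM F6P, 0.1 mM ATP, 45 min RT, ADP-Glo luminescence; concentration-response curves fitted and classed by quality.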
# uPA generation: qHTS for Inhibitors of Cell Surface uPA Generation; cell surface uPA generation assay, qHTS; Potency, µM (series often up to 38.3 µM), for inactives: top-dose activity change, negative = inhibition, hits mostly inhibitors; 0.31% of 330,000 active; active = well fitted inhibition curve with a large enough effect; inconclusive = small, poorly fitted or top-dose-only effect; inactive = no such curve, though single readings can be large or run the other way; tested in mouse RAW 264.7 cells; note: potency is the fitted concentration of half-maximal effect; % is set by controls: 0 for no effect and ±100 for the full control effect; nearly all actives have a fitted effect of over 55% in size
# USP2a block: qHTS Assay for Inhibitors of Ubiquitin-specific Protease USP2a Using CHOP2 as the Reporter. USP2 core, Ub-CHOP2 coupled fluorogenic reporter, 485/531. 0.01% of 330,000 active. Potency, µM (highest dose often 38.3 µM), for the others: top-dose activity change, negative = inhibition, usual class: inhibitors. Ubiquitin carboxyl-terminal hydrolase 2 (Homo sapiens), O75604. AID 463254, 2010;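 note: potency is the fitted concentration of half-maximal effect; plate controls were DMSO wells for no effect and full inhibition by NEM control for full effect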
#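 Cell-free coupled assay: 10nM USP2 core preincubated 30min RT with compound in Tris-HCl pH 8.0/CaCl2/CHAPS buffer, then 25nM Ub-CHOP2 and 25nM reporter substrate; fluorescence (Ex 485/Em 531) read after 60min RT, normalized to NEM inhibition, concentration-response curves fitted.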
# B2AR arrestin: qHTS assay of beta-arrestin-biased ligands of beta2-adrenergic receptor. beta-arrestin recruitment to beta2AR, cell-based reporter. Potency, µM (highest dose often 46.1 µM), inactives show at the highest dose activation, most hits filed as activators. AID 492947, 2010. 0.02% of 330,000 active. Beta-2 adrenergic receptor (Homo sapiens), P07550;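 note: potency is the fitted concentration of half-maximal effect; 0% = DMSO controls and full agonism = EC100 isoproterenol or metaproterenol; nearly all actives have a fitted effect of over 65% in size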
# Mito fusion yeast: qHTS Assay for Small Molecule Inhibitors of Mitochondrial Division or Activators of Mitochondrial Fusion; S. cerevisiae fusion-defective mutant growth rescue, CellTiterGlo 48 h; Potency, µM (titrated, usually from 46.1 µM), for the others: top-dose growth rescue (activation), usual class: activators; 0.23% of 320,000 active; AID 485298, 2010;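 note: potency is the fitted concentration of half-maximal effect; % of control where 0% means no effect; nearly all actives have a fitted effect of over 45% in size; temperature-sensitive fusion mutants such as fzo1-1 at 37 °C on non-fermentable ethanol glycerol medium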
#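 Compounds are tested for their ability to restore growth of mitochondrial fusion-defective yeast strains at non-permissive 37C in YPEG medium over 48 hours. Viability is quantified by luciferase luminescence.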
# TSHR antagonist: Antagonists of the Thyroid Stimulating Hormone Receptor: HTS campaign. TSHR-expressing cells, TSH-stimulated cAMP HTRF, 2 h; stronger effect = lower value. activity change, negative = inhibition, % at 11.5 µM. 0.2% of 330,000 active. Thyrotropin receptor (Homo sapiens), P16473;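 active = activity change below a set negative limit, meaning inhibition stronger than a set level, cut at about -70% in these data; inconclusive = activity change between two set negative limits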; note: % is set by controls: 0 for no effect and ±100 for the full control effect
#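 Competitive HTRF cAMP read-out (cryptate anti-cAMP antibody, cAMP-d2; 30 min, room temperature) in freshly harvested TSHR cells. Compounds added before TSH at EC80 (4nM final), followed by 2 hours' incubation at 37 deg C.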
# * hit, by the source's call; ? = inconclusive; . = not tested or not shown; [ ] = remark or other dose. Unless noted, calls come from the whole dose curve; as a rule, active = well fitted curve in the direction sought with a large enough effect; inconclusive = small, poorly fitted or top-dose-only effect, or another doubt; inactive = no such curve, though single readings can be large; an effect the other way counts as inactive or inconclusive.
SMILES,PTAP TSG101 blk,TCR activator,ELG1 DNA repair,BCR signal inh,Eya2 inh,Tb PFK inh,uPA generation,USP2a block,B2AR arrestin,Mito fusion yeast,TSHR antagonist
CC1CCCCN1CCNC(=O)c1ccc2c(=O)n(CCc3ccccc3)c(=O)[nH]c2c1 (configuration not stated),-9%,-12%,1%,22%,13%,-3%,-12%,6%,-0.2%,0%,26
COc1cccc(/C=C/C(=O)OCC(=O)c2ccccc2)c1OC,-3%,-3%,?,-6%,-26%,7%,?,6%,-0.9%,.,-23
COc1ccc(O)c(/C=N/NC(=O)c2c(C)nnn2-c2nonc2N)c1,2%,0%,?,4%,-10%,1%,0%,1%,0.0%,-4%,-4
COc1ccccc1CN1CC(C(=O)NCc2cc(C)on2)CCC1=O (configuration not stated),-2%,3%,?,8%,-7%,1%,-2%,2%,-0.2%,-1%,-10
COc1ccccc1CN1CC(C(=O)NCc2nccn2C)CCC1=O (configuration not stated),-6%,-3%,16%,-5%,4%,-6%,-7%,1%,0.1%,-1%,-1
CNC(=S)Nc1ccc(C23CC4CC(CC(C4)C2)C3)cc1,1%,0%[46.1 µM],5%,-4%,-6%,-3%,-16%,-6%,0.3%,11%,27
CCOc1ccc(CCNC(=O)c2cn(C)c3ccc(S(=O)(=O)N4CCOCC4)cc3c2=O)cc1OCC,-5%,7%,-7%,0%,1%,2%,5%,0%,-1.2%,-2%,-6
CCn1c(SCC(=O)O)nnc1-c1cc2c(C)nn(-c3ccccc3)c2s1,-1%,2%,?,?,-9%,1%,-2%,1%,0.2%,4%,-7
O=C(CNC(=O)c1ccc(Br)o1)NCc1ccc2c(c1)OCO2,-1%,0%,-2%,-2%,-7%,-1%,1%,3%,-0.5%,3%,47
CC(C)[C@@H](CO)N(C)S(=O)(=O)c1ccccc1Br,-4%,-1%[46.1 µM],13%,8%,-2%,0%,-12%,4%,-0.3%,.,-3
O=C(Cc1ccc(-n2c(=O)[nH]c3ccccc3c2=O)cc1)N1CCN(c2ccccc2)CC1,-1%,.,?,-11%,-23%,4%,3%,-3%,3.0%,5%,19
COc1cc(/C=N/NC(=O)c2ccncc2)ccc1OC(=O)c1cccc(F)c1,0%,2%,3%,?,2%,0%,2%,7%,-1.0%,3%,2
O=C(CCC(=O)N1CCN(C2CCCCC2)CC1)Nc1nnc(C(F)(F)F)s1,-4%,-5%,6%,6%,22%,1%,-3%,0%,-0.3%,-1%,8
Cc1ccc(C(=O)N/C(=C\c2ccc(C(C)C)cc2)C(=O)NCCCN2CCOCC2)cc1,0%,-6%[46.1 µM],15%,2%,1%,4%,-4%,-4%,-1.4%,5%,27
CN(CC(O)COc1ccccc1F)C1CCCCC1 (configuration not stated),-1%,.,1%,2%,10%,-3%,-3%,2%,-0.1%,-3%,3
COc1cccc(C(=O)Nc2ccc(NC(=O)C3CC=CCC3C(=O)O)cc2)c1 (configuration not stated),1%,.,12%,?,3%,0%,-3%,1%,-0.4%,3%,9
O=C(O)Cn1cc(C(=S)N2CCCCC2)c2ccccc21,-6%,8%,0%,-1%,6%,-14%,?,4%,-0.2%,1%,12
O=C(Cn1ncc2c3ccccc3n(Cc3ccccc3)c2c1=O)NCCCN1CCOCC1,-7%,-4%,5%,-2%,3%,6%,-3%,4%,-0.4%,11%,0
CC(Oc1ccc(Cl)cc1Cl)C(=O)Nn1cnnc1 (configuration not stated),-8%,2%[46.1 µM],1%,3%,-13%,-2%,0%,2%,-0.2%,0%,-4
CCCNC(=O)COc1coc(CN2CCN(c3ccc(F)cc3)CC2)cc1=O,-2%,-5%,-4%,?,3%,3%,0%,3%,0.2%,1%,15
O=C(c1ccc(C(F)(F)F)cc1)N1CCC(=O)N(C(COCc2ccc(Cl)cc2)Cc2ccccc2)CC1 (configuration not stated),-6%,-1%,?,0%,-8%,-4%,-20%,1%,-0.4%,22%,-2
CCN(CC)S(=O)(=O)c1ccc(/C=C/C(=O)O)cc1,0%,-3%,2%,4%,-3%,-2%,5%,2%,0.0%,-3%,-11
O=C(CC1c2ccccc2Oc2ccccc21)N1CCN(c2ccccn2)CC1,-6%,.,?,?,-2%,-2%,-11%,-16%,-1.6%,8%,11
COc1ccc(C(=O)N2CCN(c3ccccc3)CC2)cc1S(=O)(=O)NC1CC1,-2%,-23%,?,-6%,32%,-2%,1%,2%,-0.1%,-1%,-4
Cc1ccc(S(=O)(=O)N2CCC(C(=O)OCC(=O)N3CC(=O)Nc4ccccc43)CC2)cc1,-6%,6%,-3%,?,-22%,1%,.,1%,-0.1%,-4%,-8
C#CCOCCOCCOCCNc1nc(N2CCN(C(=O)CCCCCCCCCCNC(=O)[C@H](CCCCN)n3cc(CCO)nn3)CC2)nc(N2CCN(C(=O)CCCCCCCCCCNC(=O)[C@@H]([C@H](C)O)n3cc(C)nn3)CC2)n1,1%,4%,?,-1%,-34%,0%,-4%,-27%,0.0%,-6%,17
Cc1ccccc1OCC(=O)NNC(=S)NC(=O)c1ccco1,-9%,1%,16%,?,3%,6%,.,-1%,-0.1%,-24%,-10
Cc1cccc(N(C)S(=O)(=O)c2nnc(NC(=O)C3CCCCC3)s2)c1,.,.,.,10%,3%,1%,.,2%,-0.2%,-4%,-6
COc1c(C)cc(Br)cc1C(=O)Nc1cccc(NC(=O)c2ccco2)c1,-4%,-2%,?,?,8%,-2%,-6%,3%,0.0%,20µM*,-18
CC(=O)N1CCN(c2ccc(NCc3ccc(-c4cccc(Cl)c4)o3)cc2)CC1,-3%,11%,-10%,-1%,-3%,-3%,-26%,0%,0.1%,.,-20
CCCCNC(=O)CN(c1cccc(Br)c1)S(C)(=O)=O,-7%,4%[46.1 µM],-3%,-8%,-25%,-1%,3%,0%,-1.3%,1%,0
NC(=O)C(=O)NCCCN1CCOCC1,-3%,3%,-3%,1%,-4%,0%,-1%,2%,0.0%,3%,-13
O=C(Nc1ccc2oc(-c3ccc4ccccc4c3)nc2c1)c1ccc2c(c1)OCCO2,1%,5%,?,?,1%,-4%,.,-1%,0.2%,1%,5
COc1ccc(C(=O)CC(=O)C(=O)Nc2cccc(C(C)=O)c2)cc1,-6%,-10%,0%,-1%,2%,3%,-10%,3%,-1.1%,13%,10
CCc1nnc(NC(=O)C2Cc3ccccc3CN2S(=O)(=O)CC)s1 (configuration not stated),-2%,-3%,3%,8%,8%,1%,-1%,4%,-0.3%,-4%,20
COc1ccc(/C=C2\SC(=S)N(CCCC(=O)NNC(=O)c3ccccc3O)C2=O)cc1,-4%,-3%,?,?,2%,0%,-3%,1%,0.0%,-5%,4
COc1ccc(/C=C/C(=O)NCC(=O)n2nc(C)cc2C)cc1,-10%,18%,13%,3%,1%,1%,11%,3%,-0.4%,7%,-4
Cc1ccc(-n2ncc3c2CC(C)(C)CC3NC(=O)CN2CCCC2=O)cc1 (configuration not stated),-2%,1%,-2%,?,-7%,-1%,-2%,2%,-0.4%,-1%,-3
O=C(Cc1ccc(Cl)cc1)Nc1ncc([N+](=O)[O-])s1,0%,-1%,?,?,-22%,-18%,7%,3%,0.1%,-21%,-47
Cc1ccc(-c2nc(N)s[n+]2-c2ccccc2)cc1,-1%,-1%[46.1 µM],?,-21%,0%,?,-8%,4%,-0.7%,-3%,38
O=C(NCc1ccco1)c1ccc([N+](=O)[O-])cc1Cl,-3%,2%,19%,3%,7%,0%,7%,2%,-0.9%,-1%,-1

# Assay outcomes deposited in PubChem by National Center for Advancing Translational Sciences (NCATS).

# Compounds were not picked by outcome; 3% or so of the library scored in one or more.
